Assay outcomes: PubChem, several laboratories
MT1-MMP act inh = MT1-MMP (human) activation inhibition. P50281. HT1080 RFP-PRO-GFP cells, GFP/RFP ratio fluorescence, overnight; percent of plate control window, DMSO zero. AID 651647. hit rate 0.061% among 360,000. GFP/RFP ratio change, % at 20 µM;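 active means GFP/RFP ratio change of at least 30% with cell ATP level not reduced by more than half and red fluorescence within 50% of control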; further: strong numbers were not always called active
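Material – HT1080 RFP-PRO-GFP cells · Control set – DMSO wells and RFP-L50D-GFP cells · Incubation – overnight cell settling, then overnight compound exposure, 37 °C, 5% CO2 · Compound dosing – single-point 20 µM compound, 1% DMSO · Read-out – GFP/RFP fluorescence ratio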
MsrA inh = bovine MsrA inhibition. purified bovine MsrA, absorbance read-out. inhibition, % at 15.5 µM. hit rate 0.75% among 360,000. AID 651718; in the data active means inhibition above about 4.5%;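 further: 0% = vehicle wells with enzyme and 100% = reference inhibitor wells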
NRP1-CendR mod = NRP-1/CendR interaction modulation; O14786; FAM-RPARPAR peptide binding to NRP-1, fluorescence polarization; inhibition, % at 25 µM; hit rate 0.85% among 360,000; AID 602438;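 active means inhibition or corrected inhibition above about 18%, plus a signal ratio from 0.5 to 1.5, limit read from the data, passing the limit was not always enough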; further: strong numbers were not always called active
SKN-1 inh = inhibitors of C. elegans SKN-1; C. elegans VP596 Pgst-4::GFP/RFP ratio, acrylamide-induced, 24 h; inhibition, % at 21.8 µM; hit rate 0.49% among 360,000;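 active means interference check ratio from 0.5 to 1.5 plus GFP to RFP signal ratio inhibition reaching or exceeding a fixed threshold, cut at about 30% in these data, passing the limit was not always enough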; further: some compounds called inactive have numbers as strong as hits
eLon inh = E. coli protease La inhibition; inhibition, % at 7.94 µM; P0A9M0; hit rate 0.42% among 360,000; purified E. coli Lon protease, fluorescence polarization; AID 602123; in the data active means inhibition above about 13%, passing the limit was not always enough;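 further: 0% = enzyme with probe and DMSO and 100% = no enzyme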
Target sequence (P0A9M0 whole entry, looked up): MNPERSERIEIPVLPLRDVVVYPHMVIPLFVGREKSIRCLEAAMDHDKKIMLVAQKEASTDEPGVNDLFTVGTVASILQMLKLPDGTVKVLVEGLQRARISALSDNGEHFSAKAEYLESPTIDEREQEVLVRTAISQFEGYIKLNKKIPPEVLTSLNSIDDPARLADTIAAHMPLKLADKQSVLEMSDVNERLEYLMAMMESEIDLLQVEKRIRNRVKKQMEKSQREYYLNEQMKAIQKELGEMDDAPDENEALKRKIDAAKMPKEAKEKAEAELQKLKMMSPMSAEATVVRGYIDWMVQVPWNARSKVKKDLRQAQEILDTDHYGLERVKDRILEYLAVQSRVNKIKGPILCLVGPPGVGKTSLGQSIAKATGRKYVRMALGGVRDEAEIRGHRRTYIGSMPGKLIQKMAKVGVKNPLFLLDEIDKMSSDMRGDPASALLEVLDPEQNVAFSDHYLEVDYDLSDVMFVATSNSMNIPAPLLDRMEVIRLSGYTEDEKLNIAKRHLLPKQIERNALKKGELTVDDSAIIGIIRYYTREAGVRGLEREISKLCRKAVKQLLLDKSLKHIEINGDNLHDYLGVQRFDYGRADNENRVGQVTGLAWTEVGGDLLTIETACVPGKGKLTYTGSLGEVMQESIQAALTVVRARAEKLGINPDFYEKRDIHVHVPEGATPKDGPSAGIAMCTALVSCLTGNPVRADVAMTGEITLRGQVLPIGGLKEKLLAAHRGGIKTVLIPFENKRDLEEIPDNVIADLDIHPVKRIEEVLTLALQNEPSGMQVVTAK
Tb MetRS inh = blocks T. brucei methionyl-tRNA synthetase activity | purified T. brucei MetRS, ATP depletion, Kinase-Glo luminescence | inhibition, % at 11.9 µM | hit rate 0.4% among 360,000 | AID 624268;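 active means inhibition above a per-plate cutoff of the control wells' mean inhibition plus 3 SD, cut at about 5.5% in these data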;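 further: 0% = DMSO wells median and 100% = median of wells with control inhibitor compound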
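Assay system: T. brucei methionyl-tRNA synthetase, purified | Medium: HEPES buffer with MgCl2, KCl, DTT, spermine, BSA, pyrophosphatase | Compound: 11.9 µM single point | Incubation: 15 min enzyme-compound preincubation, 2 h reaction, 10 min detection, 25 °C | Measured by: Kinase-Glo luciferase luminescence reporting remaining unconsumed ATP | Measure: % inhibition normalized to control-well medians | Replication: Singlicate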
bovine MsrA act = bovine methionine sulfoxide reductase A activation. purified bovine MsrA, absorbance read-out. activation, % at 10.6 µM. hit rate 0.3% among 360,000. AID 602163; in the data active means activation above about 7.5%;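 further: 0% = vehicle and 100% = reference activator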
MLLE-PAM2 inh = inhibitors of microRNA-mediated deadenylation, human PABP1 MLLE binding | inhibition, % at 20 µM | hit rate 0.36% among 360,000 | P11940 | GST-MLLE / FITC-PAM2 fluorescence polarization; in the data active means inhibition above about 35%, passing the limit was not always enough;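 further: plate controls were DMSO wells with GST-MLLE for no effect and wells lacking GST-MLLE protein for full effect; some results filed as inactive read as strong as hits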
FAS-TE inh = inhibitors of human fatty acid synthase thioesterase domain. P49327. recombinant FAS-TE, OMFH fluorogenic substrate, fluorescence endpoint. hit rate 0.67% among 360,000. AID 602261. inhibition, % at 15 µM;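 active means compounds whose normalised, plate-corrected inhibition of enzyme fluorescence in the single-dose primary screen is 50% or more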;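 further: 0% = DMSO with enzyme and 100% = substrate without enzyme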
The depositor's hits bear a star; . = not tested or not shown. This is a random part of the collection; any-hit rate near 4%.

SMILES	MsrA inh	NRP1-CendR mod	eLon inh	MLLE-PAM2 inh	FAS-TE inh	bovine MsrA act	MT1-MMP act inh	SKN-1 inh	Tb MetRS inh
CCOC(=O)C1CCN(Cc2ccc(OC)c(OCc3ccccc3)c2)CC1	0.8	4	-6	-11	-3	-9	5	0	-1.1
CCCC1=Nc2cc(C(=O)N3CCN(c4ccccn4)CC3)ccc2Sc2ccc(C)cc21	0.6	12	3	-6	30	-4	-2	-11	-0.8
O=C1c2ccncc2C(=O)N1C1CCCCC1	0.5	6	-11	-12	-7	-11	1	3	-0.8
COc1cccc(S(=O)(=O)Nc2cccc(C(=O)N3CCCCCC3)c2)c1	-1.4	2	-5	-6	-8	-4	0	6	0.1
CC1CCCCN1C(=O)c1ccc(C(=O)Nc2ccc(F)cc2)cc1 (stereo not drawn)	-1.0	19	-1	-1	-8	-5	1	-5	0.3
c1ccc(-c2cc3ncccc3cn2)cc1	-0.5	2	8	-13	-15	-7	1	5	-0.3
CN(C)CCCOC(=O)COc1ccc(Br)cc1	-0.4	6	-5	17	-2	-2	-4	-4	0.2
CN(CCc1ccccn1)C(=O)CCC1CCCN(C(=O)c2n[nH]c3c2CCCC3)C1 (stereo not drawn)	-1.1	-6	-4	0	-1	-11	-3	-4	-1.2
CCOc1cc(C)c(S(=O)(=O)NC2CC(C)(C)NC(C)(C)C2)cc1C	-1.4	0	-10	6	-2	-6	1	7	-1.4
COc1cccc(C(=O)C2CCCN(C(=O)c3ccc(C#CC(C)(C)O)cc3)C2)c1 (stereo not drawn)	-1.4	-10	-8	0	-6	-1	-8	-1	0.4
CCO[C@H]1OC(C(=O)N2CCN(Cc3ccccc3)CC2)=C[C@@H](C2CCCCC2)[C@@H]1CCCO	-0.3	22	2	3	2	-2	0	7	-0.3
CCc1nnc(NC(=O)CCC(=O)NCCc2ccccc2)s1	0.5	3	-5	1	-5	-2	6	11	-0.1
CCc1cc2c(NCC3CCCO3)ncnc2s1 (stereo not drawn)	-0.6	3	-9	-10	-5	2	3	8	0.1
O=C1C=C(Nc2ccc(Cl)cc2)CC(c2ccccc2)C1 (stereo not drawn)	3.1	-3	-6	2	-2	-4	-12	3	0.3
CC(=O)c1ccc(S(=O)(=O)Nc2ccc(-c3ccc4nnc(C)n4n3)cc2)cc1	1.9	4	3	2	-1	-3	4	1	-0.2
N#CCC(=O)Nc1ccc(C(=O)OCC(=O)Nc2ccccc2Sc2ccccc2)cc1	1.6	-7	-2	-21	23	1	-3	15	-0.6
CCOC(=O)C1CCN(C(=O)COC(=O)CSc2ccc(C(N)=O)cc2[N+](=O)[O-])CC1	0.1	21	3	-2	-1	-3	1	2	-0.2
COc1ccc(/C=C2\SC(=O)N(CCC(=O)NCCCn3ccnc3)C2=O)cc1	4.5	5	-1	0	-4	-5	7	1	0.1
C=CC[C@@H](CC(=O)N[C@H](CO)Cc1ccccc1)C(=O)N[C@@H](COC(=O)[C@@H](CC=C)Cc1ccc(F)cc1)Cc1c[nH]c2ccccc12	1.6	6	-5	-8	7	1	0	-1	-0.1
O=[N+]([O-])c1ccc(COc2ccccc2CN2CCCCC2)cc1	0.3	-3	-10	6	-5	-10	0	-7	0.7
CCOC(=O)c1c(C)c(C(=O)NCCc2ccccc2)c(C)n1C	-0.4	0	-3	5	-7	-6	0	4	-0.3
CC(C)(C)OC(=O)N1CCC(c2cc(=O)n3[nH]c(-c4ccc(Cl)cc4)cc3n2)CC1	-0.3	1	4	4	-6	-1	-8	-1	0.2
CCC(=O)NNc1nc2c(Cl)cccc2s1	1.8	-2	0	1	1	-4	1	6	2.7
CCCCN(C(=O)CCC(=O)Nc1cc(C)on1)C(C(=O)NC1CCCC1)c1cccc(OC)c1 (stereo not drawn)	1.6	-3	3	-2	0	-9	-3	-11	-0.6
Cc1ccc(O)c(C(=O)c2cnc3c(c2)CN(C)C(=O)N3)c1	1.4	-8	0	3	-3	-2	-5	6	-0.1
S=C(Nc1ccc(-c2nc3ccccc3[nH]2)cc1)Nc1cccnc1	0.8	7	-8	26	6	-2	7	8	-0.1
CC(=O)N1C[C@H]2CON(C)[C@H]2C[C@H]1c1cccc(-c2ccc(C#N)cc2)c1	0.2	-3	1	10	-11	-11	.	-3	-2.5
COC(=O)CN(c1ccccc1)S(=O)(=O)c1ccccc1	-0.3	-1	-6	11	-5	-8	5	-4	-1.4
Cc1cc(C)cc(SCc2noc(C(=O)NC(C)C)c2C(=O)NC(C)C)c1	.	8	1	7	-2	-3	1	-2	0.0
O=[N+]([O-])c1ccc(OCCCn2cncn2)cc1	1.8	3	-3	-1	-1	-5	1	6	-0.9
CC(=O)c1cccc(NC(=O)N2CCCC2C(=O)Nc2cccc(C)c2)c1 (stereo not drawn)	2.3	-3	8	-4	-4	0	7	1	-0.3
O=C(Nc1nnc(-c2ccncc2)o1)c1ccccc1	1.2	-7	2	23	-5	-5	0	-3	-0.8
CCn1c(SCC(=O)C(C)(C)C)nnc1-c1ccccc1OC	0.9	2	4	-11	-6	-1	0	28	0.0
O=C(Nc1ccccn1)NC1CCS(=O)(=O)C1 (stereo not drawn)	0.4	-6	2	8	-10	-1	-2	-9	0.1
Cc1cc(=O)[nH]c(N2CCCCC2)n1	0.4	4	-9	-3	-7	-4	-4	14	-0.3
COc1ccc(NC(=O)C2CCN(S(=O)(=O)c3ccc(N4CCCC4=O)cc3)CC2)cc1OC	-0.5	11	-10	-4	-3	-1	2	1	-0.3
O=C(CCN1C(=O)CC1c1ccco1)N1CCOCC1 (stereo not drawn)	.	2	-3	2	-3	-3	4	6	-1.1
O=C(Nc1ccc(-c2csc(Nc3ccc(Cl)cc3)n2)cc1)c1ccccc1	0.7	2	-6	1	15	-5	13	8	0.1
COc1ccc(OC)c(NC(=O)COC(=O)c2c3c(nc4ccccc24)CCCC3)c1	0.3	3	11	-14	23	-2	6	3	-0.4
O=C(NCc1ccc(N2CCCC2=O)cc1)c1cnccn1	0.4	-14	-3	-3	-5	-3	-5	14	-0.2
O=C(Nc1ccccc1N1CCN(C(=O)c2ccc(Cl)cc2)CC1)c1cc(Br)ccc1Cl	1.8	14	7	1	23	-10	-6	-11	-1.4
O=C(CS(=O)(=O)Cc1ccccc1)N1CCN(c2ccccc2F)CC1	-0.6	5	-14	-2	-3	-6	4	13	-0.3
c1coc(-c2nc3ccccc3nc2-c2ccco2)c1	-0.5	-10	7	32	-2	2	27	7	0.0
CCOC(=O)N1CCN(C(=O)C2CCN(S(C)(=O)=O)CC2)CC1	0.9	24	0	-9	-9	0	4	21	-0.5
COc1ccc(-c2cn3c4c(sc3n2)CCCC4)cc1	-1.1	-20	0	6	14	-5	4	20	-0.8
CCCCC1=CC2=CC(=O)C(C)(OC(=O)CC)C(=O)C2=CN1c1ccccc1 (stereo not drawn)	.	-1	5	3	-7	-1	-2	18	-0.1
COC(=O)C1=C(C)N(Cc2ccccc2)C(=NCc2ccccc2)N[C@H]1c1cccc(C(F)(F)F)c1	.	1	-2	-37	2	2	-4	9	0.5
CCC(CO)(CO)N(CC(=O)Nc1ccc(OC)cc1)CC(=O)Nc1ccc(OC)cc1	-0.2	-5	-5	-4	0	0	8	20	0.1
NC(=O)c1c(NC(=O)c2ccc(N3C(=O)CCC3=O)cc2)sc2c1CCCC2	1.7	3	-6	-14	4	-4	8	-4	-0.4
CC(C)CNC(=O)c1cc(-c2ccco2)on1	-0.8	-7	2	5	-6	-2	2	11	-0.5
Cc1cc(C)nc(SCC(=O)Nc2ccc3c(c2)OCO3)n1	0.8	-1	-5	-14	-4	-3	-2	13	0.0
O=C(NCc1ccccc1)C1CCN(S(=O)(=O)c2cc([N+](=O)[O-])ccc2Cl)CC1	0.4	1	0	6	27	-3	-1	1	-0.1
CCOc1ccccc1OCC(=O)Nc1nc2ccccc2[nH]1	-1.5	4	5	-2	-9	-5	2	-21	-0.5
CC(C)CCNC(=O)c1ccc(CS(=O)(=O)Cc2ccccc2F)o1	-0.2	-4	-18	-4	2	-2	2	4	0.0
COc1ccc(F)cc1S(=O)(=O)N1CCCN(S(=O)(=O)c2cc(F)ccc2OC)CC1	-0.4	-7	-5	-10	13	2	-2	24	0.0
COCCNc1ncnc2c1ncn2[C@H]1CN(Cc2ccc(-c3ccccc3)cc2)C[C@@H](CO)O1	-1.2	-8	5	12	-4	-2	-2	16	-0.4
Cc1ccc(NC(=O)C2CCCN(c3ncccn3)C2)cc1C (stereo not drawn)	0.5	14	3	-11	0	-1	-3	7	-0.1
CC(=O)Nc1nc2c(C)cc(NC(=O)C3CCCCC3)cc2s1	-2.1	4	-1	-1	-2	-1	3	11	-0.3
NS(=O)(=O)c1ccc(N2N=C(c3ccccc3)CC2c2cccc(Cl)c2)cc1 (stereo not drawn)	2.1	-22	13	-2	21	2	-5	12	-0.3
CCCCCn1c(=O)[nH]c2cc(C(=O)NCCCN3CCCCC3)ccc2c1=O	0.2	8	-6	-2	-4	-1	-1	18	-0.1

Entries of single compounds, looked up by structure. Order of values: MsrA inh	NRP1-CendR mod	eLon inh	MLLE-PAM2 inh	FAS-TE inh	bovine MsrA act	MT1-MMP act inh	SKN-1 inh	Tb MetRS inh
Cc1cc(=O)[nH]c(N2CCCCC2)n1 as listed: 0.4	4	-9	-3	-7	-4	-4	14	-0.3
CCCCCn1c(=O)[nH]c2cc(C(=O)NCCCN3CCCCC3)ccc2c1=O as listed: 0.2	8	-6	-2	-4	-1	-1	18	-0.1

Next section.
SMILES	MsrA inh	NRP1-CendR mod	eLon inh	MLLE-PAM2 inh	FAS-TE inh	bovine MsrA act	MT1-MMP act inh	SKN-1 inh	Tb MetRS inh
CCCC(=O)Nc1nc2nc(-c3ccccc3)cc(=O)n2[nH]1	-0.2	-9	-3	0	-8	-3	8	-11	-0.6
COc1ccc(NS(=O)(=O)c2ccc(NC(=O)c3ccc(CN4CCOCC4)cc3)cc2)cc1	-2.0	10	-7	-4	6	1	-5	-5	0.7
C=CCNC(=O)COC(=O)c1oc2ccccc2c1CSC1CCCCC1	2.8	3	13	-9	4	3	0	6	0.2
Cc1nc2ccccc2n1/N=C/c1cccnc1	3.7	-13	3	3	-6	-2	1	-7	0.6
CC(C)n1c(CN2CCN(Cc3ccccc3)CC2)nc2ccccc21	-0.7	-5	0	1	-5	-1	-2	-13	-0.4
CC1(C(=O)NCc2ccccc2)CCC(=O)N1C1CC1 (stereo not drawn)	-0.7	0	-8	-8	-10	5	6	5	0.2
Cc1cccc(OCCNc2cc(N3CCN(C)CC3)ccc2[N+](=O)[O-])c1	0.5	4	0	1	18	-2	4	10	-0.1
Cc1csc(SCC(=O)N2CCN(S(=O)(=O)c3ccc(Cl)cc3)CC2)n1	0.3	7	-7	5	-3	-10	5	-23	-2.9
CCOC(=O)c1c(CSc2cccs2)n(C)c2cc(Br)c(O)c(CN(C)C)c12	0.3	-7	-1	12	-20	-9	-3	-6	-1.2
COCc1ccc(C(=O)N2CCCC(N3CCN(c4ccc(F)cc4)CC3)C2)o1 (stereo not drawn)	0.6	-3	-3	2	-2	-3	0	3	-0.3
